Bioassay records from PubChem.
SNCA viab count: counter-screen for SNCA expression inhibitors: cell viability; HEK-293-SNCA-luc viability, GF-AFC fluorescence, 24 h; Potency, µM (doses to about 57.1 µM), for the others: at the top dose activity change, negative = cytotoxicity, hits mostly cytotoxic; 150,000 tested, 0.12% active; AID 1671193;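 further: potency means the concentration at half of the fitted maximal effect; 0% = DMSO-treated cells and -100% = medium-only wells without cells; nearly all actives have a fitted effect of over 30% in size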
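Cytotoxicity counterscreen: after 24 h compound treatment of genome-edited SNCA-luciferase HEK-293 cells, live-cell protease substrate GF-AFC read by fluorescence after 30 min; activity scaled between DMSO (0%) and medium-only (-100%), curves Hill-fitted.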
Luciferase inh: blocks purified firefly luciferase enzyme activity. P08659. purified P. pyralis luciferase, luminescence, biochemical. Potency, µM (series often up to 115 µM), inactives show at the highest dose activity change, negative = inhibition, usual class: inhibitors. 76,000 tested, 2.5% active; further: potency means the concentration at half of the fitted maximal effect; nearly all actives have a fitted effect of over 65% in size
Target sequence (P08659 whole entry, looked up): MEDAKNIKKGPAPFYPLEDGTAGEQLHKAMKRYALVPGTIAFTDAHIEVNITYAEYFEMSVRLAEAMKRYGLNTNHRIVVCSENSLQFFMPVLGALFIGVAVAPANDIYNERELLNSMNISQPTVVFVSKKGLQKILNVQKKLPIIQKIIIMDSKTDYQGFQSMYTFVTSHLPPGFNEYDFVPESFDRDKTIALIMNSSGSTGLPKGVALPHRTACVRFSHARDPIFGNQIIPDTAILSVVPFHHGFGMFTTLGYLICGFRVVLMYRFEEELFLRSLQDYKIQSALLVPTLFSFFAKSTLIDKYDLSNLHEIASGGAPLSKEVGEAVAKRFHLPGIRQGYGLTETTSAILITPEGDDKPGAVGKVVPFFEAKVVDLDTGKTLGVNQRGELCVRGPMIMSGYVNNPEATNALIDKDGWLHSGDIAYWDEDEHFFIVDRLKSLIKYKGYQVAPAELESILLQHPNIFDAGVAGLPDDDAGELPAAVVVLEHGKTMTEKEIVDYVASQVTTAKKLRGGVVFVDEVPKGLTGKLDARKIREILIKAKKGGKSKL
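Biochemical qHTS: compound (6-point titration) added to 10uM D-luciferin plus 10uM ATP in Tris acetate pH 7.5 buffer with Mg, Tween-20 and BSA, then purified enzyme at 10nM; light output imaged.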
NIH3T3 tox: kills NIH 3T3 cells | NIH 3T3 viability, CellTiter-Glo ATP luminescence, 48-72 h | Potency, µM (series often up to 96.7 µM), for inactives: at the top dose activity change, negative = cytotoxicity, usual class: inhibitors | 94,000 tested, 4.3% active | AID 1345082; further: potency means the concentration at half of the fitted maximal effect; nearly all actives have a fitted effect of over 55% in size
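NIH 3T3 cells at 400 cells/well received 23 nL of compound by pintool and were incubated 48 or 72 h at 37 °C. Viability was read as ATP-coupled CellTiter-Glo luminescence.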
SNCA expr inh: inhibitors of alpha-synuclein (SNCA) gene expression; HEK-293 SNCA-luciferase knock-in, luminescence, 24 h; Potency, µM (series often up to 57.2 µM), inactives show top-dose activity change, negative = inhibition, actives largely listed as inhibitors; 140,000 tested, 0.17% active;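 further: potency means the concentration at half of the fitted maximal effect; plate controls were DMSO cells for no effect and cell-free wells for full effect; nearly all actives have a fitted effect of over 45% in size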
IP6K1 inhibitor: blocks human inositol hexakisphosphate kinase 1; activity change, % (series mostly up to about 58 µM); IP6K1 kinase, ADP-Glo luminescence, 2 h; stronger effect = lower value; 140,000 tested, 0.81% active; Q92551; in the data active means activity change below about -25%
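ADP-Glo luminescence measures ADP made by human IP6K1 during a 2 h RT reaction with ATP/IP6 (mix at 1.3 mM/130 uM); top library doses 57.5 and 19.1 uM final.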
GPT2 inhibitor: GPT2 alanine aminotransferase inhibition; Recombinant GPT2, coupled pyruvate oxidase/HRP Amplex Red fluorescence; Potency, µM (doses to about 57.7 µM), for inactives: at the highest dose activity change, negative = inhibition, most hits filed as inhibitors; 100,000 tested, 0.25% active; AID 1671188; Q8TD30; further: potency means the concentration at half of the fitted maximal effect; nearly all actives have a fitted effect of over 60% in size; many of its hits are not listed in these tables
Target sequence (Q8TD30 whole entry, looked up): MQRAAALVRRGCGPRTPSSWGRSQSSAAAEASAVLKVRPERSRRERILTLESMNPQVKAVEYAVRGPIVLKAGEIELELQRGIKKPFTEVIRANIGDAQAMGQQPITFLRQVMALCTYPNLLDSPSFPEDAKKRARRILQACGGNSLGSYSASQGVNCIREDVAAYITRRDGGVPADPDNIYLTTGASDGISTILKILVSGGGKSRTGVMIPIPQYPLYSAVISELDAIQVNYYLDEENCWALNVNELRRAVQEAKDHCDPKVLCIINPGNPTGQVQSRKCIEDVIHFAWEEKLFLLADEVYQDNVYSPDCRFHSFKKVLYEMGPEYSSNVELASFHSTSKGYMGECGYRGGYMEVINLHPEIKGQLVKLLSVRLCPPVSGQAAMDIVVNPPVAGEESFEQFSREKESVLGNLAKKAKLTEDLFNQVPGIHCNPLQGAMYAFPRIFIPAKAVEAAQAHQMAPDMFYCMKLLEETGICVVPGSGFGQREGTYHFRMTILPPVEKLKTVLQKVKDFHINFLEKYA
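Fluorescence of coupled pyruvate oxidase/HRP/Amplex Red system (50uM Amplex, 30 min, dark) reports pyruvate formed by GPT2. Enzyme reaction: 10ng/uL GPT2, 2mM L-alanine, 250uM a-KG, 30 min room temperature, pH 7.5; 50uM AOA control.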
HEK293 tox: cytotoxic compounds in HEK 293 cells; HEK 293 viability, ATP luminescence (CellTiter-Glo), 48-72 h; Potency, µM (titrated, usually from 115 µM), inactives show at the highest dose activity change, negative = cytotoxicity, usual class: inhibitors; 94,000 tested, 6.6% active; further: potency means the concentration at half of the fitted maximal effect; nearly all actives have a fitted effect of over 60% in size
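HEK 293 cells at 250 cells/well were exposed to compounds by pintool transfer for 48 or 72 hr at 37 degree Celsius, 5% CO2. Viability was read as ATP-coupled luminescence with CellTiter-Glo after 10 min at room temperature.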
The depositor's hits bear a star; i = inactive; ? = inconclusive; . = no result given; & = joins results of further samples; ! = a repeat was not active; [ ] = remark or other dose. Unless noted, the call rests on the fitted dose curve; in most records, active means well fitted curve in the direction sought with a large enough effect; inconclusive means small, poorly fitted or top-dose-only effect, or another doubt; inactive means no such curve, though single readings can be large; an effect the other way counts as inactive or inconclusive. Unless noted, on the % scale 0 is the no-effect control and ±100 the full control effect. A portion of the library, so the mix of outcomes need not match the whole.

canonical_smiles | SNCA viab count | Luciferase inh | NIH3T3 tox | SNCA expr inh | IP6K1 inhibitor | GPT2 inhibitor | HEK293 tox
Cc1ccc(CNC(=O)C2CCN(c3cnc4nccnc4c3)CC2)o1 | -3.0% | -9.4% | -27.2% | 35.1% | -4.6 | -0.8% | -13.7%
CCNC(=O)c1n[nH]c2c1CN(C(=O)c1ccccc1F)CC2 | 12.5% | -1.6% | -4.7% | 9.5% | -5.6 | i | 4.0%
CC(C)NC(=O)N1CCCC(Cn2c(C3CC3)nc3cccnc32)C1 (stereo not drawn) | 9.0% | 12.2% | -19.6% | 18.3% | -1.4 | -11.1% | 13.5%
Cn1nnnc1C1CCCN(C(=O)c2cccc(F)c2)C1 (stereo not drawn) | 1.3% | 0.0% | i | -9.4% | 10.7 | i | 0.8%
O=C(NCc1ccc(F)cc1)C1CCc2nnc(-c3ccc(Cl)nc3)n21 (stereo not drawn) | 2.9% | . | i | -9.3% | -7.3 | 4.2% | i
CCn1cc(-c2ccc(Cl)cc2)cc1C(=O)N1CCN(c2ccccn2)CC1 | -27.0% | -1.3% | ? | -27.8% | 11.5 | i | ?
O=C(Cc1c[nH]c2ncc(-c3cccc(Cl)c3)cc12)NCc1cccnc1 | -13.8%[87.6 µM] | ? | ? | 0.9%[87.6 µM] | -27.3* | -0.2%[88.5 µM] | 79.4µM*
COc1cccc(-c2cc3c(=O)n(CCNC(=O)c4ccc(F)cc4)ccn3n2)c1 | 3.2% | -3.8% | -0.3% | 82.9%[activator] | -3.2 | i | -4.2%

One compound at a time, from the list above.
CC(C)NC(=O)N1CCCC(Cn2c(C3CC3)nc3cccnc32)C1 (stereo not drawn) is entered as SNCA viab count = 9.0%; Luciferase inh = 12.2%; NIH3T3 tox = -19.6%; SNCA expr inh = 18.3%; IP6K1 inhibitor = -1.4; GPT2 inhibitor = -11.1%; HEK293 tox = 13.5%
O=C(NCc1ccc(F)cc1)C1CCc2nnc(-c3ccc(Cl)nc3)n21 (stereo not drawn) is entered as SNCA viab count = 2.9%; Luciferase inh = .; NIH3T3 tox = i; SNCA expr inh = -9.3%; IP6K1 inhibitor = -7.3; GPT2 inhibitor = 4.2%; HEK293 tox = i

(continued)
canonical_smiles | SNCA viab count | Luciferase inh | NIH3T3 tox | SNCA expr inh | IP6K1 inhibitor | GPT2 inhibitor | HEK293 tox
COc1cccc(CCC(=O)N2CCC3(CC2)NC(=O)N(c2ccccc2)N3)c1 | -2.1% | 5.2% | ? | ? | 4.0 | ? | ?
COc1ccc(-c2cccc(C(=O)N3CCN(C(=O)Cc4ccc(F)cc4)CC3)c2)nn1 | . | . | -23.2% | . | -7.7 | . | -26.9%
COc1ccc(-c2cc(C(F)(F)F)n3nc(C(=O)OC(C)C)cc3n2)cc1 | -10.2% | . | . | -3.5% | -14.5 | . | .
O=C1NCc2ccccc2CC12CCN(Cc1cc(F)ccc1F)C2 (stereo not drawn) | -10.5% | . | ? | -18.8% | -17.5 | i | -29.9%
O=C([C@@H]1C[C@H](F)CN1S(=O)(=O)c1ccccc1F)N1CCc2ccccc2C1 | -18.7% | -2.3% | -11.3% | ? | 8.2 | i | -26.1%
CCOc1nccn2c(-c3ccc(CN4CCNC(=O)C4)cc3)cnc12 | -3.1%[87.6 µM] | -25.4%[172 µM] | ? | 20.6%[87.6 µM] | -11.7 | 3.5%[88.5 µM] | -2.3%[172 µM]
COc1cc(CN2C[C@@H](CO)[C@H](C(=O)NC3CC3)C2)ccc1F | 1.5% | -0.5% | -5.1% | 6.5% | 9.0 | 4.3% | i
COC(=O)c1cccc(CN2C(=O)SC(Nc3ccc(Cl)cc3)C2=O)c1 (stereo not drawn) | -3.8% | . | . | 10.5% | -12.9 | . | .
Cc1cc2n(n1)CCC(=O)N2Cc1ccc(C(=O)Nc2cc(Cl)ccc2C)cc1 | 6.4% | . | . | -38.8% | -7.6 | . | .
CC1CCN(C(=O)CSc2n[nH]c(-c3ccc(F)cc3)n2)CC1 | -0.9% | . | . | 21.1% | 6.4 | . | .
CC1(C(=O)NC2CCCCC2)Cc2ccccc2C(=O)N1Cc1ccccc1Cl (stereo not drawn) | 15.7% | . | . | 38.8%[activator] | 4.8 | . | .
C=CCN(Cc1ccc(F)cc1)C(=O)C(C)Oc1ccccc1OC (stereo not drawn) | -14.2% | 5.1% | -4.4% | 1.9% | -13.1 | i | -27.8%
CC(C)(C)C(=O)N1CCc2nc(-c3ccccc3)nc(-c3ccc(Cl)cc3)c2C1 | 7.2% | 0.7% | -13.4% | 17.4% | -7.4 | i | ?
COc1ccc(-c2cc3c(ccn3C)c(C(=O)NCc3cccnc3)n2)cc1 | -12.8%[87.6 µM] | ? | ? | 3.1%[87.6 µM] | -3.5 | 3.4%[88.5 µM] | 112µM*
COc1cccc(-c2ccc(C(=O)NCCNC(=O)c3ccccc3F)cc2)c1 | . | . | -27.8%&-25.8% | . | 18.5&-7.3 | . | 89.1µM*!
Cc1ccc(S(=O)(=O)N2CCc3cc(C(=O)Nc4ccc(Cl)cc4C)ccc32)cc1 | 1.8% | . | . | -3.0% | -8.6 | . | .
CN1C(=O)C(Cc2nc(-c3ccc4nc[nH]c4c3)no2)N(C)C1=O (stereo not drawn) | -6.2% | -12.6% | -7.2% | -0.9% | 5.5 | -31.1% | -15.0%
CC1=C(C(=O)Nc2ccccc2C)C(c2cccs2)n2nc(SCc3cc(C)ccc3C)nc2N1 (stereo not drawn) | 6.8% | . | . | -5.5% | -0.1 | . | .
CCCNC(=O)C1N(c2ccc(OC)cc2)C(=O)C12CCCCC2 (stereo not drawn) | -9.2% | -4.1% | -14.3% | -8.9% | -3.2 | i | -4.8%
C=C1CCC2C(C)(C(=O)OC)CCCC2(C)C1CCC1=CCOC1=O (stereo not drawn) | -7.1% | . | . | . | 10.1 | 2.6%[27.3 µM] | .
CCc1ccc(NCc2cc3ccc(OC)cc3n(CC(=O)Nc3ccc(F)cc3F)c2=O)cc1 | 7.4% | . | . | 7.0% | -11.2 | . | .
Cc1ccc(-c2nnc(Nc3ccccc3)c3ccccc23)cc1S(=O)(=O)N1CCN(C)CC1 | -12.8% | . | . | 70.5%[activator] | -8.5 | . | .
O=C(N[C@H]1C[C@H]2C(=O)NC[C@@H](CCC(=O)N3CCN(c4ccccn4)CC3)N2C1)c1cccs1 | -2.9% | 2.6% | 1.8% | -1.1% | 5.4 | i | 2.0%
CC(C)N1C(=O)Cc2ccccc2C1C(=O)NCc1cccc(F)c1 (stereo not drawn) | -9.7% | 9.8% | i | -5.7% | -11.4 | 4.2% | 0.1%
COc1ccc(Cl)cc1S(=O)(=O)N1CCC(n2cnnc2C(C)C)CC1 | 0.5% | 2.1% | -9.2% | ? | 10.3 | -7.6% | 3.3%
CCS(=O)(=O)N1CCc2n[nH]c(=O)n2CC1 | 8.1% | 0.8% | -17.0% | ? | 2.9 | i | -1.0%
CC(=O)N1CCC2(CC1)OC(=O)C(C)=C2C(=O)Nc1cccc(Cl)c1C | 5.9% | . | . | 30.2%[activator] | -19.0 | . | .
Cc1ccc(-c2cccc(CN3CCCC3C(=O)NCc3cccs3)c2)cc1Cl (stereo not drawn) | . | . | 15.8µM* | . | -3.7 | . | 35.5µM*
COc1ccc(S(=O)(=O)c2nnn(-c3cccc(Cl)c3)c2N)cc1 | 16.0% | . | . | -21.8% | -4.6 | . | .
COc1ccccc1-c1ccnc(N[C@H]2CO[C@H]3[C@@H]2OC[C@@H]3NC(=O)CCC(=O)O)n1 | 11.9%[87.6 µM] | -4.7%[172 µM] | 1.3%[174 µM] | 49.1%[activator][87.6 µM] | -4.3 | 2.9%[88.5 µM] | -0.9%[172 µM]
CCc1cccc(C)c1NS(=O)(=O)c1c(C(=O)N2CCC(C)CC2)c(C)n(C)c1C | ? | . | . | ? | -0.1 | . | .
CSc1ccc(-c2cccc(C(=O)NCCNC(=O)Nc3ccc(Cl)cc3)c2)cc1 | 12.1%[12.5 µM] | . | ? | -7.3% | 18.2 | i | ?
Cc1ccc(C(=O)NC2CCN(c3cc(-c4cccs4)[nH]n3)C2)cc1F (stereo not drawn) | ? | -14.0% | ? | -11.7% | 0.5 | ? | ?
CNC(=O)C1(N2CCC[C@H]2C(=O)NCCc2ccccn2)CCCCC1 | -1.5%[87.6 µM] | -2.4%[172 µM] | i | 2.7%[87.6 µM] | -0.7 | -16.4%[88.5 µM] | -4.9%[172 µM]
COc1ccc(-c2cc(N3CCN(C(=O)c4cccc(OC)c4OC)CC3)n[nH]2)cc1 | -4.4% | -1.3% | ? | 37.2%[activator] | 19.5 | -2.1% | ?
c1ccc(-c2csc(CCNc3nccc(-c4ccccn4)n3)n2)cc1 | -1.1% | ? | ? | 48.9%[activator] | -3.6 | i | ?
O=C(NCc1ccccn1)C1CN(C2CCCCC2)C(=O)N1 (stereo not drawn) | -13.2%[12.5 µM] | . | -18.9%[138 µM] | -7.2%[87.6 µM] | 2.6 | i | 2.1%[172 µM]
COc1ccccc1NC(=O)CSc1oc(-c2cccs2)nc1S(=O)(=O)c1ccc(C)cc1 | 6.0% | . | . | 16.2% | -10.0 | . | .
COc1ccc(NC(=O)Cn2cc(C(=O)c3ccncc3)c(=O)c3cc(C)ccc32)cc1Cl | -1.6% | . | . | -7.3% | -5.9 | . | .
COc1cc(Cl)c(C)cc1NC(=O)Cn1ccn2nc(-c3ccccc3)c(CO)c2c1=O | 3.5% | 9.1% | ? | -1.6% | 10.0 | i | ?
COc1cc2ncnc(-n3nc(-c4ccccn4)nc3N)c2cc1OC | -20.2%[23.9 µM] | . | . | ? | -13.9 | -7.0%[27.3 µM] | .
Cc1ccc(CNC(=O)Cn2c(=O)n(-c3ccc(Cl)cc3)c(=O)c3c(C)c(C)sc32)cc1 | -6.4% | . | . | 8.2% | -1.7 | . | .
Cc1ccc(C2=NC3(CCN(C(=O)c4cccc(C)c4)CC3)ON2)cc1 | -9.1% | ? | ? | 39.5%[activator] | -21.6 | i | ?

An excerpt of these results, as labelled records.
> COc1ccc(NC(=O)Cn2cc(C(=O)c3ccncc3)c(=O)c3cc(C)ccc32)cc1Cl
  SNCA viab count: -1.6% | Luciferase inh: . | NIH3T3 tox: . | SNCA expr inh: -7.3% | IP6K1 inhibitor: -5.9 | GPT2 inhibitor: . | HEK293 tox: .
> COc1cc(Cl)c(C)cc1NC(=O)Cn1ccn2nc(-c3ccccc3)c(CO)c2c1=O
  SNCA viab count: 3.5% | Luciferase inh: 9.1% | NIH3T3 tox: ? | SNCA expr inh: -1.6% | IP6K1 inhibitor: 10.0 | GPT2 inhibitor: i | HEK293 tox: ?
